# M1 ag: human M1 muscarinic receptor agonism | actives 0.33% (n = 360,000) | activation, % at 3 µM | CHO-K1 hM1, Fluo-8 calcium fluorescence, agonist mode; 0% DMSO, 100% acetylcholine EC100 | P11229;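 active = activation above the run's mean compound activation plus 3 SD, cut at about 16% in these data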;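 note: peak over basal fluorescence ratio within a 140 s kinetic read after compound addition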
# Target sequence (P11229 whole entry, looked up): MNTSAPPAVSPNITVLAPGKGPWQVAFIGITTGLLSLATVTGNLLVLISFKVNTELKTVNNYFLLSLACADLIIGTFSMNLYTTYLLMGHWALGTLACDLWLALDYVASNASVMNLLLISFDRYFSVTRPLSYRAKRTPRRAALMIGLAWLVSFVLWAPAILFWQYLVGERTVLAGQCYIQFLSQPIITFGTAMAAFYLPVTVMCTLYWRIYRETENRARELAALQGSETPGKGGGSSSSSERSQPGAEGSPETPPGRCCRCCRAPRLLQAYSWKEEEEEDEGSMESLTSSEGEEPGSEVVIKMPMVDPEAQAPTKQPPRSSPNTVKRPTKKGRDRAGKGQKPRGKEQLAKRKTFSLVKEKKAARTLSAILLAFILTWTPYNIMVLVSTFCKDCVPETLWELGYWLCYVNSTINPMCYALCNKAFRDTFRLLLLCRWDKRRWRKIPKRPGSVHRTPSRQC
# TAAR1 agonist: human TAAR1 agonism | Q96RJ0 | CHO RD-HGA16 TAAR1, Fluo-8 calcium fluorescence; vehicle wells 0%, saturating PEA agonist 100% | activation, % at 3 µM | actives 0.99% (n = 360,000);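 active = activation above the mean activation of all test compounds in the run plus 3 SD, cut at about 38% in these data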
# Target sequence (Q96RJ0 whole entry, looked up): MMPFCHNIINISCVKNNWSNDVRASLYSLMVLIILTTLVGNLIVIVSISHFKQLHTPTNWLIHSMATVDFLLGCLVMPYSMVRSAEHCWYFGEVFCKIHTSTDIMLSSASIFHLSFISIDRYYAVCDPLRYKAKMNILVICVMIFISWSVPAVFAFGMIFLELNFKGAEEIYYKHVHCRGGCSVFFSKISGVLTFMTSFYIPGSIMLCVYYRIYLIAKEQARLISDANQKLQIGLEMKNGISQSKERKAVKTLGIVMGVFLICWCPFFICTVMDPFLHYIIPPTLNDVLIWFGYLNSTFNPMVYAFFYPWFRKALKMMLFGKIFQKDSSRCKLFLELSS
#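 Signal – calcium-sensitive Fluo-8 signal, excitation 470-495, emission 515-575 nm · System – RD-HGA16 (CHO) cells co-expressing Gα16 and hTAAR1 · Incubation – 17-24 h seeding, 75 min 37 °C dye, 30 min RT · Compound dosing – 3 µM single concentration · Repeats – no replicates (n 1)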
# CHO parental Ca: counter-screen: ATP calcium response change in parental CHO cells. parental CHO-K1, ATP-induced calcium, Fluo-8 fluorescence. inhibition, % at 5.6 µM. actives 0.63% (n = 330,000);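 active = inhibition above that plate's mean sample inhibition plus 3 SD, cut at about 26% in these data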;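 note: 0% = ATP-challenged DMSO wells and 100% = DMSO wells without ATP; some compounds past the cut are filed as inactive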
#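 Material: parental CHO cells / Compound: single nominal dose of 5.6 µM per compound / Signal: Fluo-8 fluorescence / Replicates: singlicate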
# CHO-K1 Ca antag: M1 antagonist counterscreen hit in parental CHO-K1 cells; AID 602250; ATP-induced calcium, Fluo-8 fluorescence; inhibition, % at 3 µM; actives 0.6% (n = 360,000);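 active = inhibition above a per-plate cutoff, the plate's mean sample inhibition plus 3 SD, cut at about 24% in these data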;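 note: 0% = DMSO plus EC80 ATP and 100% = DMSO alone without ATP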
# V1R ag counter: activates human V1a receptor in oxytocin agonist counter-screen; P37288; CHO-V1R cells, Fluo-8 calcium fluorescence, agonist mode; 0% DMSO, 100% 3 nM vasopressin; activation, % at 3 µM; actives 0.25% (n = 320,000); AID 2797;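 active = activation above the mean activation of all tested compounds plus 3 SD, per screening run, cut at about 20% in these data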;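 note: signal is peak over basal fluorescence ratio across a 100 second FLIPR read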
# M1 ag parental: counter-screen for M1 agonists: effect in parental CHO-K1 cells | Fluo-8 calcium fluorescence; scaled to maximal ATP response, vehicle zero | actives 0.48% (n = 360,000) | AID 602248 | activation, % at 3 µM; in the data active = activation above about 15%;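 note: untransfected CHO-K1 host cells lacking M1 receptor as counterscreen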
# TAAR1 antagonist: antagonists of human TAAR1. Q96RJ0. CHO RD-HGA16 TAAR1, Fluo-8 calcium fluorescence, antagonist. inhibition, % at 3 µM. actives 1.5% (n = 360,000). AID 624466;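 active = inhibition above a per-plate cutoff, the mean inhibition of test compounds on that plate plus 3 SD, cut at about 49% in these data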;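 note: 0% = DMSO plus EC80 beta-PEA response and 100% = DMSO alone without agonist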
#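 Test system: RD-HGA16 CHO cells with stable hTAAR1 and Gα16 / Probe or stimulus: EC80 β-phenethylamine stimulus / Times: seeding 17-24 h prior, 75-min 37 °C, 30-min RT dye loading / Detection: Fluo-8 calcium-sensitive fluorescence / Read-out basis: % inhibition scaled between DMSO and EC80 PEA controls / Repeats: singlicate, one well per test compound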
# OXTR potentiator: potentiators of human oxytocin receptor | P30559 | CHO-OTR cells, Fluo-8 calcium fluorescence, potentiator mode; 0% = oxytocin EC15, 100% = EC100 | activation, % at 3 µM | actives 0.061% (n = 320,000) | AID 2445;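 active = activation above that plate's cutoff, the mean activation of tested compounds plus 3 SD, cut at about 6.6% in these data, passing the limit was not always enough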;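 note: 100% uses oxytocin at 75 nM as the full agonist control; some results filed as inactive read as strong as hits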
#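 System: human OTR in CHO cells / Also added: sub-maximal oxytocin, roughly EC15 / Control set: EC15 oxytocin low, 75 nM oxytocin high / Schedule: 6 min compound pre-incubation at room temperature, 100 s kinetic read / Compound: single-point 3.0 µM / Replication: singlicate / Technique: Fluo-8 calcium dye fluorescence / Read-out basis: % activation of max/min ratio relative to oxytocin controls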
# CHO-K1 Ca PAM: M1 PAM counterscreen hit in parental CHO-K1 cells | actives 0.02% (n = 360,000) | ATP EC20, Fluo-8 calcium fluorescence; 0% at ATP EC20, 100% at ATP max | AID 602247 | activation, % at 3 µM;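 active = activation above the run cutoff, the mean activation of all test compounds plus 3 SD, cut at about 40% in these data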;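 note: peak over basal fluorescence ratio in a 140 s read after ATP addition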
# Active calls of the source: *; · = no result given. An unsorted share of the library. About 3.3% of those tested had a hit in this group.
SMILES,M1 ag,TAAR1 agonist,CHO parental Ca,CHO-K1 Ca antag,V1R ag counter,M1 ag parental,TAAR1 antagonist,OXTR potentiator,CHO-K1 Ca PAM
O=C1[C@H]2[C@@H](c3ccc(C(F)(F)F)cc3)N[C@]3(CCCN(Cc4ccc(F)cc4)C3=O)[C@H]2C(=O)N1Cc1ccccc1,-8,-1,·,1,·,0.3,-2,·,10
CS(=O)(=O)c1ccc(Cl)c(C(=O)O)c1,-2,11,4,-15,1.4,0.7,0,-5,16
COc1ccccc1C(=O)NC(=O)CSc1nnc(C)s1,-2,11,0,55*,0.9,0.4,-27,6,-4
CC[C@@H]1C/C=C\Cc2ccccc2[C@@H](C(=O)C[C@@H](O)CC(C)=O)OC1=O,-2,1,-5,-11,0.3,1.0,-7,-1,6
CCCCN(C)C(=O)C1CCC(CNS(=O)(=O)c2ccc3c(c2)CC(C)N3C(C)=O)CC1 (configuration not stated),-1,4,-21,-12,3.5,8.5,-17,-17,29
COc1cccc(C2SCC(=O)N2c2ccc(Br)cc2)c1OC (configuration not stated),-11,-2,-16,-9,1.3,-0.2,-6,-8,13
CCN(CC)CCN(Cc1cc2cc3c(cc2[nH]c1=O)OCCO3)C(=S)NC,-8,0,-4,9,0.5,0.2,0,-2,2
Cc1ccc(N2C(=O)c3ccccc3C2Nc2ccccc2F)nc1 (configuration not stated),-9,-1,-15,7,-1.9,0.2,-34,6,8
CC(=O)COc1cc2c(-c3cc4ccccc4o3)cc(=O)oc2cc1C,-3,3,-11,-8,-0.9,0.9,19,-9,8
CC(C)C(NC(=O)/C=C/c1ccc(F)cc1)C(C)C,-5,6,-12,5,-0.2,-0.3,-4,3,4
COc1ccccc1CNC1CCN(Cc2ccccc2)CC1,-10,1,-8,3,1.8,0.3,-4,-9,5
CN1CCN(S(=O)(=O)c2cccc(C(=O)Nc3nccs3)c2)CC1,-2,5,-16,-12,0.9,1.1,-14,-3,9
O=C(CCC1N=C2c3ccccc3N=C(SCc3ccc(F)cc3)N2C1=O)NCc1ccco1 (configuration not stated),-2,9,-22,-8,-0.1,2.4,24,-17,18
O=C1c2ccccc2C(=O)N1CCC1(O)C(c2ccccc2)=Nc2ccccc21 (configuration not stated),0,2,·,-10,·,2.4,3,·,24
CCCC(=O)N1CCCC(c2cc(C(=O)NCc3ccccc3)no2)C1 (configuration not stated),-2,6,·,-3,·,0.9,-34,·,16
Cn1c(=O)n(C)c2cc(/C=N/NC(=S)NCc3ccccc3)ccc21,-6,5,-20,-2,1.7,3.5,30,-7,9
O=C(/C=C/c1ccco1)c1cccc([N+](=O)[O-])c1,-1,-1,·,-5,·,-0.2,9,·,-10
Cc1[nH]nc2c1C(c1cnn(C)c1)C(C#N)=C(N)O2 (configuration not stated),1,1,-1,1,1.0,0.2,1,1,9
Cc1cc(OCC(=O)NC2CC(C)(C)NC(C)(C)C2)c(C)cc1Br,-4,3,2,1,1.1,1.2,-23,-5,-3
CCOC(=O)c1nn(-c2cccc(C)c2)cc1C(=O)c1ccccc1,-4,2,-10,4,-1.5,1.2,30,-1,2
CCCCC1C2C(=O)N(c3ccc(C)cc3)C(=O)C2ON1c1ccccc1 (configuration not stated),-7,-1,-39,-19,-0.7,2.0,-19,-7,32
Cc1ccc(NC(=O)C2(c3ccccc3)CCOCC2)c([N+](=O)[O-])c1,-7,4,-6,3,-1.4,2.4,-30,-3,9
CC(C)(C)C1=C[C@@H](CO)C[C@@H](CO)C1,0,4,5,-12,0.0,0.5,3,-3,16
Cc1nc2scc(C)n2c(=O)c1S(=O)(=O)N1CCN(c2ccc(F)cc2)CC1,-2,7,-9,-3,0.8,0.6,-16,1,3
Cc1ccc(C2c3c(oc4ccccc4c3=O)C(=O)N2c2nncs2)cc1 (configuration not stated),-3,3,-12,5,-1.1,0.6,-15,-3,-12
# More results.
SMILES,M1 ag,TAAR1 agonist,CHO parental Ca,CHO-K1 Ca antag,V1R ag counter,M1 ag parental,TAAR1 antagonist,OXTR potentiator,CHO-K1 Ca PAM
Cc1ccccc1-n1c(SCC(=O)O)nc2sc3c(c2c1=O)CCCC3,-2,4,4,-11,-0.1,0.4,-10,-11,-2
O=C(c1cccs1)N1CCN(c2cc(Cl)ccc2Cl)CC1,-2,2,-22,-12,-0.9,0.8,-20,-10,24
O=C1CC(N2CCN(c3ncccn3)CC2)C(=O)N1CCc1ccccc1 (configuration not stated),-2,6,-10,19,-0.1,-0.5,16,-3,13
COc1ccccc1NS(=O)(=O)c1ccc(C(=O)NCc2ccco2)cc1,1,13,-2,-11,6.8,4.9,7,-3,8
COc1cccc2oc3ccc(C#Cc4ccccn4)cc3c(=O)c12,-5,8,-17,-9,-0.6,1.6,17,-7,12
CCN(CC)S(=O)(=O)c1cccc(NC(=O)C2SC(=Nc3ccc(C)cc3C)C(C(=O)NCC3CCCO3)=C2N)c1 (configuration not stated),-6,-1,-10,-2,-0.8,0.7,10,-2,17
Cc1sc2nc(CN(Cc3cccs3)C(=O)NC3CCCCC3)[nH]c(=O)c2c1C,7,20,-35,-14,-0.8,-0.1,11,-20,13
COC(=O)c1c(SCc2cccc3ccccc23)nc(=O)[nH]c1C,1,7,-9,-3,0.8,1.6,-47,-3,15
N#Cc1c(NC(NC(=O)c2ccco2)C(=O)c2ccccc2)sc2c1CCCC2 (configuration not stated),-6,0,-18,-4,-0.8,-0.1,-15,-3,10
Cc1cccc(COC[C@H](CC(C)C)N2CCN(C(=O)c3ccc(C(F)(F)F)cc3)CCC2=O)c1,·,0,·,-16,·,2.4,-1,·,25
O=C(C1=C[C@H](c2coc3ccccc3c2=O)C[C@H](OCCCCO)O1)N1CCOCC1,0,10,-6,-25,0.2,1.2,5,0,27
Cn1cnc(S(=O)(=O)N2CCCC(c3cc(C(=O)Nc4ccc(F)c(Cl)c4)no3)C2)c1 (configuration not stated),4,4,·,3,·,1.9,15,·,17
Cc1ccc(/C=N/NC(=O)CSc2nc3ccccc3n2Cc2ccc(Cl)cc2)o1,-8,-2,-24,-11,1.4,2.4,20,-16,20
N#Cc1ccc(OCC(O)CS(=O)(=O)c2ccccc2)cc1 (configuration not stated),-3,10,-5,-15,0.2,6.2,1,-7,21
CCOC(=O)/C=C/C(=O)OCC(=O)Nc1ccc([N+](=O)[O-])cc1,-1,1,4,-12,1.6,1.9,-7,-5,17
COc1cc2c(cc1NC(=O)Nc1ccccc1)oc1ccccc12,-2,3,29,-3,0.6,1.1,-7,-19,11
c1ccc2sc(Sc3ncnc4sccc34)nc2c1,-5,4,-19,-2,0.3,0.0,0,-3,10
CCOc1cc(Br)ccc1S(=O)(=O)NCc1ccccc1,-5,·,-13,-40,-0.3,2.7,·,-11,15
O=C(Nc1ccccc1)O/N=C1\CCCCC1c1ccc([N+](=O)[O-])cc1[N+](=O)[O-] (configuration not stated),-7,1,-9,-1,0.2,0.3,-6,-12,9
O=C(CCS(=O)(=O)c1ccc(Br)s1)NCc1ccc2c(c1)OCO2,-6,·,0,-18,0.6,0.8,·,-6,8
CCNC(=O)C1CCCN(Cc2cc(-c3ccccc3)on2)CC1 (configuration not stated),-5,3,·,-3,·,2.8,-16,·,14
Cc1ccc(CNC(=O)CC2(CC3=NS(=O)(=O)c4ccccc4N3)CCCC2)cc1,1,12,-6,15,4.7,10,66*,-10,0
Cc1sc2nc(SCc3nc(-c4cccs4)no3)n(-c3ccccc3)c(=O)c2c1C,-1,4,-16,9,0.1,1.4,-28,-6,1
COc1ccc(-c2cn3cccnc3n2)cc1F,-8,4,2,19,-0.6,-0.6,-11,-9,-11
N=C1C(=O)NC(=O)C1c1ccccc1 (configuration not stated),-1,1,·,7,·,-0.2,-3,·,-4

# Profiles, looked up by structure. Order of screens: M1 ag | TAAR1 agonist | CHO parental Ca | CHO-K1 Ca antag | V1R ag counter | M1 ag parental | TAAR1 antagonist | OXTR potentiator | CHO-K1 Ca PAM
# O=C(/C=C/c1ccco1)c1cccc([N+](=O)[O-])c1 across the screens: -1 | -1 | · | -5 | · | -0.2 | 9 | · | -10
# COc1ccc(-c2cn3cccnc3n2)cc1F across the screens: -8 | 4 | 2 | 19 | -0.6 | -0.6 | -11 | -9 | -11
# CCN(CC)CCN(Cc1cc2cc3c(cc2[nH]c1=O)OCCO3)C(=S)NC across the screens: -8 | 0 | -4 | 9 | 0.5 | 0.2 | 0 | -2 | 2
# O=C(C1=C[C@H](c2coc3ccccc3c2=O)C[C@H](OCCCCO)O1)N1CCOCC1 across the screens: 0 | 10 | -6 | -25 | 0.2 | 1.2 | 5 | 0 | 27

# The list continues:
SMILES,M1 ag,TAAR1 agonist,CHO parental Ca,CHO-K1 Ca antag,V1R ag counter,M1 ag parental,TAAR1 antagonist,OXTR potentiator,CHO-K1 Ca PAM
O=C(O)CCC(=O)N1CCc2cc(S(=O)(=O)NC3CCCC3)ccc21,-3,1,-4,-12,0.9,0.6,8,0,2
COc1ccc(C(CNc2ccc(C(F)(F)F)cn2)N(C)C)cc1OC (configuration not stated),-11,0,-6,-8,0.3,3.1,7,-9,7
O=C(Cn1cc(C(F)(F)F)ccc1=O)N/N=C/c1ccc(F)cc1,-2,1,-2,-8,0.7,7.3,-18,-4,-10
CCOc1ccc(CCNC(=O)CSc2cc(=O)n(C)c3ccc(Cl)cc23)cc1OCC,-11,0,-28,-4,-1.6,-0.5,-2,-5,21
O=C(C1CCCN(c2ncnc3c2nc2n3CCCCC2)C1)N1CCN(c2ccccc2)CC1 (configuration not stated),0,16,-23,-4,4.2,5.1,52*,-12,-5
O=C(NCc1ccco1)C12CC3CC(CC(C3)C1)C2,-3,2,-3,1,-0.1,-0.6,-3,-3,6
CCOCCCNC(=O)Cn1cc2c(n1)-c1c(oc(C(=O)N3CCCC3)c1C)CC2,0,4,·,-14,·,-0.7,-17,·,18
Cn1c(=O)n(C)c2cc(N3CCOCC3)c(NC(=O)c3cccc(Cl)c3)cc21,-2,-1,-17,-13,-0.2,0.7,-9,-3,2
Cc1ccc(NC(=S)N/N=C2\CC3CC=CC23)c(C)c1 (configuration not stated),-3,2,6,3,-1.4,-0.9,15,-13,-19
Cc1cc(=O)oc2cc(NC(=O)CN3C(=O)NC(C)(c4ccccc4)C3=O)ccc12 (configuration not stated),-4,11,-8,9,0.9,0.1,-12,-3,-18
O=C(COC(=O)c1ccc2ccccc2c1)NCCCc1ccccc1,-5,5,-12,10,2.2,0.6,5,-10,-1
C=CCC[C@@H](Cc1ccc(F)cc1)C(=O)OC[C@H]1CCCN1C(=O)[C@@H](CC=C)CC(=O)N[C@H](CO)Cc1ccccc1,-4,18,-16,-13,-0.7,5.3,67*,-9,5

# Screening results as filed in PubChem.
